MOR-DOR ag = agonists of human mu-delta opioid receptor heterodimerization; 340,000 tested, 0.3% active; activation, % at 9.3 µM; P35372+P41143; AID 504326; cells, OPRM1-OPRD1 heterodimerization, luminescence; in the data active = activation above about 18%;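 also: 0% = vehicle-treated cells and 100% = reference agonist; values of inactives mirror those of a sister screen read the other way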
Arrestin-AP2 inh = inhibitors of human beta-arrestin and AP2 interaction; FITC-arrestin peptide / GST-AP2 beads, flow cytometry; AP2 beta2 appendage carries R879A mutation; inhibition, % at 10 µM; 340,000 tested, 0.31% active;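 active = inhibition above a set limit, near 3 SD of compounds lacking own fluorescence, cut at about 54% in these data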;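 also: plate controls were DMSO wells for no effect and 5 µM unlabelled arrestin peptide for full effect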
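Material – AP2 appendage R879A on GSH beads · Buffer or medium – PBS with 0.05% Tween 20 and 0.1% BSA · Probe or stimulus – fluorescein-tagged arrestin peptide at 50 nM final · Incubation – compound with beads 12 min RT, then probe 1 h RT · Detection – high-throughput flow cytometry of beads, ex 488, em 535 nm · Evaluation – percent response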
Tat export inh = blocks Tat-dependent protein export in E. coli | 340,000 tested, 0.036% active | inhibition, % at 10 µM | E. coli MC4100 TorA-mCherry Tat export, fluorescence | AID 488895;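 active = mean replicate inhibition at least 50% and at least half of replicates individually reaching 50%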;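 also: exported cargo escapes ClpAP degradation while cytoplasmic cargo is degraded and loses fluorescence; 0% = median of neutral control wells and 100% = median of NaSCN control wells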
Pemphigus Ab inh = human desmoglein-3 autoantibody binding inhibition; DSG3-coupled beads, scFv-anti-DSG3-GFP binding, flow cytometry; hits give low values; P32926; 310,000 tested, 0.48% active; AID 588358; binding (percent of control), % at 10 µM;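 active = binding more than 3 SD below its plate's average and above zero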;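 also: hits lower antibody fragment binding to DSG3; some compounds called inactive have numbers as strong as hits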
Target sequence (P32926 whole entry, looked up, the tested form may be a part): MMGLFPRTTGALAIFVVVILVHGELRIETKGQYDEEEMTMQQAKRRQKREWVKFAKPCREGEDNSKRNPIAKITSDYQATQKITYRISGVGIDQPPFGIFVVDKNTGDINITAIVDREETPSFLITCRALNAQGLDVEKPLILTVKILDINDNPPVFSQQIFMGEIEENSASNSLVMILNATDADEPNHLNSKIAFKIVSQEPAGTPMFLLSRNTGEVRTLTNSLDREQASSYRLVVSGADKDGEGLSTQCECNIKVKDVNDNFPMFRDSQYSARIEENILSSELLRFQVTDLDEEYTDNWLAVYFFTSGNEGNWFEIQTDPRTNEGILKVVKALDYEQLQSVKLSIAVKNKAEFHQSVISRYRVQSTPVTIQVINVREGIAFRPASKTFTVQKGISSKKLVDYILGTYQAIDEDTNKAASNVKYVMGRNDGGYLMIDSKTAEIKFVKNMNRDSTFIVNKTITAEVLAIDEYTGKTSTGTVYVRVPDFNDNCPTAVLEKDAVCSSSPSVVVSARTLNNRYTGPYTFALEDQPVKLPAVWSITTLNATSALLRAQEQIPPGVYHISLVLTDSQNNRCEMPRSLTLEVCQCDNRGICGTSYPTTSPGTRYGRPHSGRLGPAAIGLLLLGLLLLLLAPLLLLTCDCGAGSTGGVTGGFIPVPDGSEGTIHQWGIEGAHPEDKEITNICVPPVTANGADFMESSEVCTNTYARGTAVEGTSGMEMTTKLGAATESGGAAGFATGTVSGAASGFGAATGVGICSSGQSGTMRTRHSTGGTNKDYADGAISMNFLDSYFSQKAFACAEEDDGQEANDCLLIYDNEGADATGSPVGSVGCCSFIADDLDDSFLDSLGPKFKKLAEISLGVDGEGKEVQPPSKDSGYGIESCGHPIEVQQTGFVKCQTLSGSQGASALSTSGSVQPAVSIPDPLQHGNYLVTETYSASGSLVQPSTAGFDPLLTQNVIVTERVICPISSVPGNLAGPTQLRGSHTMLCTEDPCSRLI
PKA-R1A act = PKA-R1A complex activation. P00514+P68181. PKA-R1A dissociation, Cy5-IP20 fluorescence polarization; scaled: DMSO 0%, 113 µM cGMP 100%. activation, % at 11.4 µM. 340,000 tested, 0.083% active. AID 504707;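 active = percent activation above the mean of all tested compounds plus 3 SD, cut at about 19% in these data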;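 also: higher means more PKAc released from R1A so a rise in polarization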
phage Ecoli inh = E. coli growth loss with phage present; growth absorbance; inhibition, % at 11.9 µM; 360,000 tested, 0.26% active; AID 651602; in the data active = inhibition above about 11%
PfHsp90 set2 = reduces growth (ATP signal) of yeast expressing P. falciparum Hsp90; inhibition, % at 9.4 µM; S. cerevisiae expressing PfHsp90, BacTiter-Glo ATP, 48 h; yeast lacking PDR1 and PDR3 efflux regulators; AID 504621; 310,000 tested, 0.32% active;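 active = every replicate shows inhibition above about 80%, whatever the replicate mean, limit read from the data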;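 also: 0% = DMSO neutral controls and 100% = 20 µM radicicol positive controls; yeast relying on Plasmodium falciparum Hsp90 in place of its own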
MOR-DOR inv ag = mu-delta opioid heterodimer inverse agonism. P35372+P41143. cell-based MOR-DOR heterodimer luminescence. inhibition, % at 9.3 µM. 340,000 tested, 0.21% active. AID 504357; in the data active = inhibition above about 22%, passing the limit was not always enough;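 also: 0% = cells with DMSO and 100% = wells without cells with DMSO; values of inactives mirror those of a sister screen read the other way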
SUMO Mot1 rescue = SUMOylation pathway inhibition by Mot1-301 growth rescue | S. cerevisiae Mot1-301 growth rescue, ATP luminescence, 38.5C; percent above DMSO median, 100 means doubled | growth rescue, % at 18.8 µM | 320,000 tested, 1% active | AID 2716;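 active = every valid replicate shows activation above 250% relative to neutral control wells; inactive = the rest, any valid replicate at or below 250%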;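 also: OY570 slx delta 5 strain wells were the positive control but not used for scaling; some compounds called inactive have numbers as strong as hits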
Ecoli viability = counter-screen for AddAB inhibitors: E. coli growth inhibition. 330,000 tested, 0.27% active. E. coli V3065 growth, OD600 absorbance, 18 h. inhibition, % at 11.9 µM;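 active = inhibition above the campaign's mean inhibition across all tested compounds plus 3 SD, cut at about 9.9% in these data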;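 also: uninfected addAB+ strain grown without phage in ampicillin broth; 0% = DMSO wells and 100% = ciprofloxacin 0.95 µg/ml wells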
AddAB inh = less growth of phage-infected E. coli with AddAB. E. coli expressing H. pylori AddAB, absorbance growth. inhibition, % at 11.9 µM. 330,000 tested, 0.29% active. AID 435030; in the data active = inhibition above about 12%;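 also: 0% = vehicle wells of infected cells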
The depositor's hits bear a star; nt = no result given.

no.	Molecule	MOR-DOR ag	Arrestin-AP2 inh	Tat export inh	Pemphigus Ab inh	PKA-R1A act	phage Ecoli inh
1	CCOc1ccccc1NC(=O)c1cc(=O)[nH]c2ccc(S(=O)(=O)N3CCOCC3)cc12	-5.2	-18	-5	109	10	0.9
2	COc1ccc(N2CCN(CCNC(=O)Nc3cccc(C)c3C)CC2)cc1	4.5	2	6	117	-7	-1.5
3	Cn1c(SCC(=O)Nc2cccnc2Cl)nnc1-c1ccco1	-2.6	8	3	113	-6	0.6
4	Cc1ccc(S(=O)(=O)Nc2ccncc2)c(C)c1	-3.6	-7	3	113	-2	-0.1
5	OCc1ccc(-c2ccccc2)c(-c2ccccc2)c1	nt	2	nt	109	nt	3.3
6	O=c1c(Cl)nc2cc(Cl)ccc2n1CCNc1ncc(C(F)(F)F)cc1Cl	-2.9	6	1	99	-7	nt
7	COc1ccccc1CNC(=O)c1cc(S(=O)(=O)N2CCCC2)cn1C	-1.4	10	-3	100	-10	3.6
8	CCCOc1ccc(C2C(C(=O)c3ccc(C)o3)=C(O)C(=O)N2Cc2ccco2)cc1OCC (centres undefined)	-3.2	64*	-13	110	7	2.9
9	Cc1cccc(-c2noc(CN(C)C(=O)c3ccoc3C)n2)c1	1.2	17	4	100	-3	2.2
10	O=C(NC(=S)NCc1ccccc1)C1CCCCC1	2.4	2	3	115	12	1.4
11	COc1cc2c(cc1OC)C1Cc3ccc(OC)c(OC)c3CN1CC2 (centres undefined)	-0.9	-2	-7	109	14	2.5
12	COc1ccc(C2=NN(C(=O)c3ccncc3)C(c3ccccc3O)C2)cc1 (centres undefined)	-1.4	-9	2	nt	9	2.5
13	Cc1ccc(CCNC(=O)C23C[C@H]4C[C@@H](C2)CC(n2nnc(C)n2)(C4)C3)cc1	-1.6	-13	-4	100	-7	0.7
14	Cc1ccc(S(=O)(=O)N2CCOCC2)cc1NC(=O)COC(=O)c1cc[n+]([O-])cc1	0.4	-6	-2	100	1	1.1
15	Cc1nnc(NC(=O)c2ccccc2Oc2ccccc2)s1	-2.0	-1	3	102	-9	1.8

no.	PfHsp90 set2	MOR-DOR inv ag	SUMO Mot1 rescue	Ecoli viability	AddAB inh
1	-14	21	-4	2.2	0.7
2	24	-21	15	-1.9	-0.8
3	2	14	-4	-0.8	-0.9
4	-6	16	-7	-1.5	-1.5
5	nt	nt	-2	-4.3	3.1
6	-6	14	1	1.1	-0.2
7	22	8	12	99*	100*
8	1	10	-14	-2.1	5.9
9	8	-7	19	0.8	1.7
10	62	-10	8	2.6	6.2
11	-2	5	176	-0.5	3.6
12	1	9	-5	-0.4	2.0
13	9	9	-7	1.6	2.0
14	6	-2	4	1.1	2.5
15	4	10	nt	-0.4	-1.4

The last three entries of the section before open the next one:
no.	Molecule	MOR-DOR ag	Arrestin-AP2 inh	Tat export inh	Pemphigus Ab inh	PKA-R1A act	phage Ecoli inh
13	Cc1ccc(CCNC(=O)C23C[C@H]4C[C@@H](C2)CC(n2nnc(C)n2)(C4)C3)cc1	-1.6	-13	-4	100	-7	0.7
14	Cc1ccc(S(=O)(=O)N2CCOCC2)cc1NC(=O)COC(=O)c1cc[n+]([O-])cc1	0.4	-6	-2	100	1	1.1
15	Cc1nnc(NC(=O)c2ccccc2Oc2ccccc2)s1	-2.0	-1	3	102	-9	1.8
16	Cc1cccc(C)c1NC(=S)Nc1ccccc1C(=O)NCc1ccco1	-2.2	0	-16	100	1	2.6
17	O=C(/C=C/c1ccc(Cl)cc1Cl)NCCN1CCOCC1	-0.7	4	-6	111	-5	3.5
18	CCCn1c(C)nc2cc(Cl)c(N3CCN(c4nc(-c5ccc(C)cc5)cs4)CC3)cc21	-1.0	3	-8	102	-10	0.0
19	O=C(NCc1cccnc1)c1ccc(Cn2cc(C(F)(F)F)ccc2=O)cc1	-1.7	12	-5	85	3	3.0
20	Cc1ccc2oc(=O)c3cc(C(=O)NCCCN4CCCC(C)C4)sc3c2c1 (centres undefined)	-1.1	1	31	112	-5	3.0
21	CC1(C)NC(=O)N(CC(=O)Nc2nc(-c3ccc(F)cc3)cs2)C1=O	1.4	2	0	98	5	3.7
22	O=C1OC[C@H]2CCCN2C(=O)[C@@H](CC(=O)N(CCO)Cc2ccccc2)C/C=C\C[C@@H]1Cc1ccc(F)cc1	-0.2	8	-6	101	8	-0.3
23	Cc1ccc(NC(=O)[C@@H]2CCCN2S(=O)(=O)c2ccccc2C(F)(F)F)cc1S(=O)(=O)N1CCOCC1	-0.5	43	1	126	0	2.9
24	COc1ccc(NC(=S)NC(NC(=O)c2ccccc2Cl)C(Cl)(Cl)Cl)c([N+](=O)[O-])c1 (centres undefined)	0.7	5	1	96	3	0.7
25	CC(C)(C)c1ccc(C(=O)CC(=O)c2cc(Cl)ccc2O)cc1	-0.5	-2	-8	104	-7	8.0
26	O=C(Nc1cccc(S(=O)(=O)N2CCCCCC2)c1)c1ccc(=O)[nH]c1	1.1	-15	3	99	-6	1.5
27	NC(=O)c1cc(S(=O)(=O)N2CCCC2)ccc1OCCOc1ccccc1F	-0.9	-14	1	102	-3	3.8
28	Cc1ccc(NC(=O)NC2CCN(CC(=O)Nc3nccs3)CC2)cc1	0.6	15	0	99	0	1.5
29	CCOC(=O)Cc1csc(NC(=O)COC(=O)/C=C/c2ccc(OC)cc2)n1	-3.3	0	7	103	-7	6.0
30	Cc1cc(-c2nnc(SCc3cccnc3)o2)no1	-0.3	9	-2	101	5	2.5

no.	PfHsp90 set2	MOR-DOR inv ag	SUMO Mot1 rescue	Ecoli viability	AddAB inh
13	9	9	-7	1.6	2.0
14	6	-2	4	1.1	2.5
15	4	10	nt	-0.4	-1.4
16	5	12	8	0.7	0.0
17	-4	4	0	2.0	1.5
18	46	5	11	-2.2	2.4
19	8	10	7	-0.7	0.5
20	-7	6	-1	-1.4	2.6
21	-3	-7	4	1.6	3.0
22	2	1	0	-1.2	0.6
23	-16	2	-11	-2.0	3.3
24	17	-4	-16	2.4	2.5
25	20	2	-16	1.4	3.7
26	nt	-4	0	0.2	0.9
27	nt	6	nt	nt	nt
28	nt	-3	-19	0.1	0.0
29	4	13	24	0.0	0.8
30	-29	2	-5	4.5	3.0

Other entries
no.	Molecule	MOR-DOR ag	Arrestin-AP2 inh	Tat export inh	Pemphigus Ab inh	PKA-R1A act	phage Ecoli inh
31	Fc1ccc(Sc2ccccc2CNC2=NCCN2)cc1	-1.6	-8	4	124	-5	3.6
32	O=c1cc(CN2CCOCC2)c2cc(Cl)ccc2o1	-2.7	-12	5	97	-2	0.9
33	COC(=O)C(CC(C)C)NC(=O)C(N)Cc1ccccc1 (centres undefined)	-3.1	0	8	108	0	2.0
34	O=C(COc1cccc(F)c1)N1c2ccccc2Sc2ccccc21	6.3	22	6	79	4	nt
35	CCO[C@@H]1OC(C(=O)N2CCN(C)CC2)=C[C@H](c2coc3ccccc3c2=O)[C@H]1CCCO	-1.9	1	-7	99	-7	-0.1
36	CNS(=O)(=O)c1cccc(C(=O)OCC(=O)c2ccc[nH]2)c1	-0.6	-11	-1	nt	1	1.1
37	COCC1CCCCN1C(=O)c1cccc(OC2CCN(S(C)(=O)=O)CC2)c1 (centres undefined)	-2.4	7	-6	101	-14	-0.7
38	Cc1cccc(N/C(N)=N/c2nc(C)cc(C)n2)c1	-0.6	4	6	nt	-15	3.4
39	CN1CCC(OC(=O)COc2ccccc2)CC1	-2.6	7	0	98	0	0.5
40	Cc1ccc([C@@H]2[C@@H]3C(=O)N(C)C(=O)[C@@H]3[C@]3(Cc4ccccc4)C(=O)N(Cc4ccccc4)CC(=O)N23)o1	-2.4	3	-6	102	-5	-0.2
41	CN(C(=O)CS(=O)(=O)c1cn(CC(=O)N2CCCC2)c2ccccc12)c1ccccc1	-2.1	-4	-7	99	-12	0.2
42	CCOC(=O)NC(Nc1cc(C)ccn1)(C(F)(F)F)C(F)(F)F	-1.4	-5	7	nt	2	1.0
43	CCCNC(=O)Nc1nccs1	-2.3	9	1	nt	-1	2.6
44	COc1ccc(NC(=O)c2cccc(OC(F)F)c2)cc1Cl	2.3	0	-1	98	-3	1.2
45	c1ccc(N2CCOCCOCCOCCOCCOCC2)cc1	-2.4	-9	11	104	-6	-1.7

no.	PfHsp90 set2	MOR-DOR inv ag	SUMO Mot1 rescue	Ecoli viability	AddAB inh
31	25	9	4	1.7	3.9
32	4	13	-7	0.4	-1.1
33	nt	18	-7	-1.7	1.0
34	-16	-34	-17	-0.9	-0.1
35	-5	10	3	1.5	4.4
36	1	2	0	-1.9	0.6
37	13	12	nt	2.2	2.2
38	nt	4	9	4.0	4.7
39	-2	16	370	-0.7	0.8
40	9	13	-5	0.0	2.4
41	3	11	-12	-0.2	-1.0
42	-1	6	2	0.1	4.2
43	39	12	nt	0.6	2.1
44	-2	-13	-30	4.0	0.9
45	12	13	-5	-1.7	3.4

(cont.)
no.	Molecule	MOR-DOR ag	Arrestin-AP2 inh	Tat export inh	Pemphigus Ab inh	PKA-R1A act	phage Ecoli inh
46	COc1ccc(-n2c(C)cc(C(=O)CCl)c2C)cc1	-1.4	21	-2	105	-8	0.2
47	CCCCNC(=O)COC(=O)c1ccc(Cl)c(S(=O)(=O)N2CCCC2)c1	-2.7	-6	-1	99	-19	1.9
48	O=C(c1ccco1)N1CCCN(Cc2cn[nH]c2-c2ccc(-c3ccccc3)cc2)CC1	-1.9	-6	2	99	-5	5.5
49	COc1ccc(C(=S)N2CCCC2)cc1	-2.5	4	-4	100	3	3.5
50	COc1ccc(/C=N/NC(=O)CSc2ccccc2)cc1OC	-2.3	6	-5	100	-4	1.6
51	CCN(Cc1ccc(OC)c(COC)c1)CC1CCCN(CCc2cccc(OC)c2)C1 (centres undefined)	-2.5	27	-2	109	-1	2.7
52	CC(C)(C)OC(=O)N1CCC(CNC(=O)Nc2ccccc2)CC1	-2.8	9	-4	112	-1	1.6
53	Cc1ccc(C2=[N+]([O-])C(C)(C)CC2)cc1	-1.1	1	-4	105	10	4.0
54	CN(c1ccccc1C(=O)N1CCCC1)S(C)(=O)=O	-1.9	4	4	109	2	2.2
55	CCn1c(=O)c2cc(C(=O)NCCN(C)C)sc2c2ccccc21	-3.4	12	4	93	-5	0.6

no.	PfHsp90 set2	MOR-DOR inv ag	SUMO Mot1 rescue	Ecoli viability	AddAB inh
46	-17	7	-27	1.5	2.1
47	-10	16	-9	-1.2	0.1
48	-24	11	111	-0.7	1.8
49	nt	14	-15	-0.8	-0.1
50	18	11	-12	0.3	2.6
51	-1	12	-30	2.1	2.4
52	12	14	8	-2.3	-0.3
53	3	6	-12	-0.9	0.5
54	14	8	-17	0.5	2.4
55	-19	15	16	-0.2	-1.2
